# Source: PubChem
# PV pol inh: poliovirus RdRp elongation inhibitors, primary screen, biochemical, fluorescence polarization, total intensity; poliovirus polymerase elongation; hits give low values; % elongation, % (compound at 16.7 µg/mL); 150,000 tested, 0.66% active; in the data active means % elongation below about 90%; further: some results filed as inactive read as strong as hits
# Target sequence (P03300 1749-2209 limits assumed): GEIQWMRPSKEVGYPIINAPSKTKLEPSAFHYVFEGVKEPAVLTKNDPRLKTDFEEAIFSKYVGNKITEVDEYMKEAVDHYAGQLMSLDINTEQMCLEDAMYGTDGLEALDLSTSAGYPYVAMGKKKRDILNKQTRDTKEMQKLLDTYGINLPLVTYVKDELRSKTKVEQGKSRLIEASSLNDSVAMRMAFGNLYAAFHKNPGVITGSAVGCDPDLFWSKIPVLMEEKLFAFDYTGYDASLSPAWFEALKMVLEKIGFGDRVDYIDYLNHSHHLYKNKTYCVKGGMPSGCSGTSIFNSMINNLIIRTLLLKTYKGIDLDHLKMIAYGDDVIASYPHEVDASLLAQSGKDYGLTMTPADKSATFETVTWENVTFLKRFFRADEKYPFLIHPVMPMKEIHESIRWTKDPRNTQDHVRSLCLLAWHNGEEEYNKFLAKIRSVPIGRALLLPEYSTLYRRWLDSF
# PV pol inh FP z-score: recorded beside PV pol inh, whose call it bears; z-score; measured here: FP z-score; hits read low
# The depositor's hits bear a star.
SMILES,PV pol inh,PV pol inh FP z-score
CCOc1ccc(NC(=O)CNS(=O)(=O)c2ccc(Br)s2)cc1,104,0
CC1=C(C(=O)Nc2ccc(Cl)cc2)C(c2ccc(C(F)(F)F)cc2)n2nnnc2N1 (stereo not drawn),106,0.3
Cc1ccccc1NC(=O)c1sc2nc[nH]c(=O)c2c1C,100,0
CCCCn1c(C)nc2ccccc21,107,1.5
CCn1c(=O)c(C2=NS(=O)(=O)c3ccccc3N2)c(O)c2ccccc21,103,0.8
CCC(C)NC(=O)CSc1nc2cc3c(cc2c(=O)n1CCCC(=O)NCc1ccc2c(c1)OCO2)OCO3 (stereo not drawn),107,0.3
COc1cc(NC(=O)C2CCCC2)c(C(=O)OCC(=O)N2CC(C)CC(C)C2)cc1OC (stereo not drawn),102,0.2
CCC(C)NC(=O)c1sc2nc(C)c(C(=O)Nc3ccc(C)cc3C)c(-c3ccc(NC(C)=O)cc3)c2c1N (stereo not drawn),102,-0.9
CSc1nnc(CCCN)n1C1CCCC1,101,-0.2
N=C(N)N1CCN(c2ccccc2)CC1,100,0
CCC(=O)Nc1ccc(Oc2ccc(C)cc2)cc1,102,0.2
COc1ccc(N2CCN(CCCNC(=O)c3ccc4nc(Cc5ccccc5)oc4c3)CC2)cc1,107,0.1
Cc1cc(C)n(NC2=CC(=O)CC(C)(C)C2)c(=O)c1C#N,103,0.1
CC(C)C(=O)n1nc(-c2cccnc2)nc1NCc1ccccc1,102,0.2
CCOc1cc(/C=C2\SC(=O)N(C)C2=O)cc(Cl)c1OCC,104,0.3
COc1cc(C(CC(=O)NCCN2CCOCC2)N2Cc3ccccc3C2=O)cc(OC)c1OC (stereo not drawn),106,1.8
CC(C)CCNC(=O)c1ccc2nc(CCc3ccccc3)oc2c1,109,0.5
Cc1sc(NC(=O)C2CC2)c(C#N)c1C,95,-2.6
CCC(=O)N1CCCc2cc(S(=O)(=O)N3CCN(C4CCCCC4)CC3)ccc21,101,-0.5
COc1ccc(-n2c(SCC(=O)NC3CC3)nc3ccccc32)cc1,107,0.3
Cc1cc(C)cc(OCc2cc(=O)n3c(-c4ccccc4)csc3n2)c1,110,0.6
CC1CC1C(=O)OCC(=O)NC(c1ccccc1)c1ccccc1 (stereo not drawn),102,0.2
COc1ccccc1CN(C)C(=O)c1cccc(S(=O)(=O)N2CCCC2)c1,106,1.1
O=C(Nc1nnc(S(=O)(=O)N2CCCc3ccccc32)s1)c1ccccc1Br,114,1.3
COC(=O)c1cc(NC(=O)COC(=O)C2CCC2)cc(C(=O)OC)c1,105,0.2
Cc1cc(C(=O)OCC(=O)Nc2sc3c(c2C#N)CCCC3)c2ccccc2n1,107,0.7
COC(=O)c1ccc(NC(=O)CN2C(=O)CCc3cc(S(=O)(=O)N4CCCCC4)ccc32)cc1,105,-0.3
Cn1c(C(=O)N2CCN(c3ccccn3)CC2)cc2c(=O)n(C)c3ccccc3c21,105,1.4
O=S(=O)(c1ccccc1)N1CCN(S(=O)(=O)c2ccc3ccccc3c2)CC1,101,0
Cc1nc(SCC(=O)N(Cc2ccco2)CC(F)(F)F)c2ccccc2n1,105,0.4
COc1ccc(N2C3=[N+](CC2(C)O)c2ccccc2CC3)cc1 (stereo not drawn),102,-0.2
CCc1ccc(C(=O)c2cnc3cc4c(cc3c2N2CCCC2)OCCO4)cc1,103,0.5
CSc1nc2c(Cl)cccc2c2c1c(=O)[nH]n2C,104,0
O=C(Cn1c(=O)c2cccn2c2ccc(F)cc21)NCc1cccc(Cl)c1,113,1
Cc1ccc2c(=O)cc(C(=O)Nc3sc4c(c3C(=O)NCc3ccco3)CCC4)oc2c1,106,-0.4
Nc1cccnc1Nc1ccccc1,85,-2.5
CC(C)(CN1CCCCCC1)NS(=O)(=O)c1ccccc1,102,0
Cc1cc(NC(=O)COC(=O)c2cc(-c3ccco3)nc3ccccc23)n(-c2ccccc2)n1,104,0.3
CC(=O)OC1=CC=CNC1=C(C#N)C#N,101,-0.4
O=C(Cn1nc(-c2ccc(Cl)cc2)c2ccccc2c1=O)Nc1cccc(C(F)(F)F)c1,108,-0.5
Cn1c(=O)c(=O)n(C)c2cc(S(=O)(=O)N3CCCC3C(=O)Nc3cccc(F)c3)ccc21 (stereo not drawn),105,0
CCc1nn(CC(=O)NCCc2ccc(OC)cc2OC)c(=O)c2cc3occc3n12,102,-0.7
Nc1c(C(=O)Nc2ccc3ccccc3c2)sc2nc3c(cc12)CCC3,104,0.7
Cc1[nH]c2ccc(C(=O)NC3CC3)cc2c1C,98,-1
O=C(CNS(=O)(=O)c1cccs1)NC1CCCc2ccccc21 (stereo not drawn),102,0.3
Cc1oc2cc3oc(=O)c(CC(=O)NCCc4ccccc4)c(C)c3cc2c1C,103,0.7
CCOC(=O)c1c(NC(=O)CN2C(=O)CCSc3ccccc32)sc2c1CCCC2,103,0.2
CC(=O)Nc1ccc(C(=O)CSc2nnc3scc(-c4ccccc4)n23)cc1,101,0
C(/C=C/c1ccc2c(c1)OCO2)=Nc1ccc(N2CCOCC2)cc1,101,-0.2
COc1ccc(NC(=C(C#N)C#N)C(F)(F)C(F)(F)F)cc1,102,-0.1
COc1ccc(C)cc1Nc1ncnc2c1c(-c1ccccc1)cn2-c1ccc(C)cc1,111,0.7
CCn1cc(/C=C(\NC(=O)c2ccc(C)cc2)C(=O)NCCCn2ccnc2)c2ccccc21,104,-0.5
CCOC(=O)c1sc2ccccc2c1S(=O)(=O)N1CCN(c2ccccc2)CC1,99,-0.6
COc1ccc(S(=O)(=O)N2Cc3ccccc3CC2C(=O)Nc2cccc(C)c2)cc1OC (stereo not drawn),107,0.6
Oc1c(C(c2ccco2)N2CCOCC2)sc2ncnn12 (stereo not drawn),107,1
Cc1oc(-c2ccc(Cl)cc2)cc1C(=O)O/N=C(\N)Cc1nc2cccnc2n1C1CC1,103,0.3
COc1ccc(Br)cc1CNC(=O)c1cc(=O)[nH]c2ccc(S(=O)(=O)N3CCCCC3)cc12,103,-1.8
O=C(COC(=O)C1CCCCC1)Nc1ccc2c(c1)OCCO2,99,-0.4
COc1cccc(CNC(=O)c2c(C)oc3ncnc(N4CCOCC4)c23)c1,108,0
CC1CN(C2=NCCN2S(=O)(=O)c2ccc(Cl)cc2)CC(C)O1 (stereo not drawn),104,-0.3

# (continued)
SMILES,PV pol inh,PV pol inh FP z-score
CC(N)CCc1ccco1 (stereo not drawn),103,0.3
O=C(CCC1N=C2c3ccccc3N=C(SCc3ccccc3Cl)N2C1=O)NCCc1ccccc1 (stereo not drawn),107,0.5
Cc1c(Cl)cccc1-n1ncc(C(=O)Nc2ccc(F)cc2F)c1C1CCN(C(=O)OC(C)(C)C)CC1,108,0.4
CSc1ccc(C(=O)Nc2sccc2C#N)cc1,105,1.1
CNCC(=O)N1CCCC1,107,0.6
Cc1cccc(NC(=O)C(Cc2ccccc2)N2Cc3ccccc3C2=O)n1 (stereo not drawn),102,0.2
N#Cc1cc2c(nc1S(=O)(=O)Cc1ccccc1)CCCC2,102,0.3
CC1(C)CC2(CC(C)(C)NC(=O)N2)NC(=O)N1,99,-0.4
Cc1ccsc1/C=N/c1sc2c(c1C#N)CCCC2,100,-0.5
CCCCN(CC)CCCNC(=O)C1CCN(c2nc3ccc(CC)cc3s2)CC1,101,-1.3
CS/C(N)=N\N=C(/C)c1cc2ccccc2o1,102,0.1
Cc1cccc(-n2c(SCC(=O)Nc3ccc(C)c(C)c3)nc3n[nH]c(C)c3c2=N)c1,97,-1.1
O=c1oc2c(-c3cc(C(F)(F)F)ccc3Cl)cc(O)cc2s1,102,0.1
COc1cccc(C(=O)Nc2c3c(nn2-c2ccc(Cl)cc2)CS(=O)(=O)C3)c1,107,0
CCOc1cc2[nH]c(=O)n(Cc3ccc(C(=O)N4CCN(c5ccccc5)CC4)cc3)c(=O)c2cc1OCC,103,-0.8

# 4 of the compounds above, as tab-separated lines.
smiles	PV pol inh	PV pol inh FP z-score
COc1ccc(NC(=C(C#N)C#N)C(F)(F)C(F)(F)F)cc1	102	-0.1
Cc1oc(-c2ccc(Cl)cc2)cc1C(=O)O/N=C(\N)Cc1nc2cccnc2n1C1CC1	103	0.3
Cc1nc(SCC(=O)N(Cc2ccco2)CC(F)(F)F)c2ccccc2n1	105	0.4
O=C(Cn1nc(-c2ccc(Cl)cc2)c2ccccc2c1=O)Nc1cccc(C(F)(F)F)c1	108	-0.5

# Further results:
SMILES,PV pol inh,PV pol inh FP z-score
Cc1cccc(N2CCN(c3ccc(C(=O)O)cc3NC(=O)c3ccccc3F)CC2C)c1 (stereo not drawn),102,-1.1
Cc1ccc(NC(=O)CN(C)C(=O)CSc2nc3ccccc3c(=O)n2CCO)cc1,101,-0.1
CCCN(C(=O)c1cc2c(s1)-c1ccccc1OC2)c1ccc(C(C)C)cc1,104,-0.2
CNC(=O)c1c(NC(=O)c2ccc(S(=O)(=O)N3CCCC(C)C3)cc2)sc2c1CCC2 (stereo not drawn),105,-0.6
CCC(C)C(=O)NCCc1ccccc1 (stereo not drawn),100,-0.8
COC(=O)c1cc(S(=O)(=O)N2CCN(c3ccc(F)cc3)CC2)cn1C,111,0.4
COC(=O)CC1C(=O)NCCN1C(=O)CSc1nnc(Nc2ccc(OC)cc2)s1 (stereo not drawn),102,-0.1
COc1ccc2cc(OC)ccc2c1,101,0.1
O=C(/C=C1\Sc2ccccc2NC1=O)NCc1ccc2c(c1)OCO2,99,-0.6
Cc1occc1-c1nnc(SCc2ccc(C(C)(C)C)cc2)n1N,95,-1.1
Cn1nc(C(=O)NCCCN2CCN(c3ccccc3)CC2)c2c1-c1ccccc1OC2,102,-1
COC(=O)c1ccccc1NS(=O)(=O)c1c(C)nc2sccn2c1=O,103,0.2
O=C(NC(c1ccccc1)c1ccccc1)C1COC2C=CC=CC2O1 (stereo not drawn),103,0
COc1cc(CN(C(=O)c2cccc(C)c2)c2ccccn2)cc(OC)c1OC,111,0.4
Cc1noc(C)c1CSc1ccc(S(=O)(=O)N(C)C)cn1,104,0.3
Fc1ccc(CSc2nncn2NCc2ccc3c(c2)OCO3)cc1,98,-0.5
O=C(Nc1cccc(F)c1)c1ccccn1,102,-0.1
COc1ccc(-c2cc(O)c3c(C)oc(C)c3c(=O)c2)cc1,96,-1.8
CNc1ccc(C2(O)C(=O)c3ccccc3C2=O)cc1,106,0.7
Cc1cc(C)cc(NC(=O)N2CCN(c3cc(-c4noc(C)n4)ccc3C)CC2)c1,102,-1.2
Cc1nn2c3c(cnc2c1-c1ccc(F)cc1)C(=O)CC(c1ccccc1)C3 (stereo not drawn),103,-0.5
O=S1(=O)N=C(O)c2ccccc21,99,-0.2
O=c1c2ccccc2[nH]c2ncccc12,102,0.3
CCOc1ccccc1NC(=O)CSc1nc2c(oc3ccccc32)c(=O)n1-c1ccc(C)c(C)c1,107,1
CCOc1ccccc1C(=O)N(Cc1cc(OC)c(OC)c(OC)c1)C1CCS(=O)(=O)C1 (stereo not drawn),108,0.3
CCCc1c(C(=O)OCC)sc(N)c1C#N,100,-0.2
NNC(=O)c1cc(-c2ccccc2)nn1-c1ccccc1,95,-0.5
CCCCNC(=O)CCn1nc(-c2ccc(Cl)cc2)c2ccccc2c1=O,110,1.1
OC1(c2ccc(OC(F)F)cc2)CSC(=Nc2cccnc2)N1C1CC1 (stereo not drawn),102,-0.1
CCOc1ccc(C(=O)NCCn2cc(SCC(=O)Nc3ccccc3)c3ccccc32)cc1,100,-1.3

# At a glance, part of the list above:
SMILES,PV pol inh,PV pol inh FP z-score
OC1(c2ccc(OC(F)F)cc2)CSC(=Nc2cccnc2)N1C1CC1 (stereo not drawn),102,-0.1
CCOc1ccc(C(=O)NCCn2cc(SCC(=O)Nc3ccccc3)c3ccccc32)cc1,100,-1.3

# Additional records follow.
SMILES,PV pol inh,PV pol inh FP z-score
Cc1ccc(C(=O)Nc2c(C)nc3ccccn3c2=O)cc1C,106,-0.6
CC(C)(C)OC(=O)Nc1ccccc1C(=O)O,103,0.9
Cc1ccc2scc(N3CCC(C)CC3)c(=O)c2c1,103,-0.7
CC(C)CNc1nc(SCC(N)=O)nc(N2CCOCC2)n1,104,1.8
C=CCn1c(-c2cccs2)nc2ccccc21,103,-0.2
c1ccc2c(c1)[nH]c1nc(NN=C3CCC(=NNc4nnc5c(n4)[nH]c4ccccc45)CC3)nnc12,104,0.7
O=C(NCc1ccccc1C(F)(F)F)C1CCN(c2ncccn2)CC1,102,0.1
COc1ccc(N2CCN(C(=O)c3ccccc3I)CC2)cc1,101,0.6
N#Cc1c2c(c(NCCN3CCCCC3)n3c1nc1ccccc13)CCC2,104,0.4
CC(=O)N1c2ccc(S(=O)(=O)NCCC(=O)N(C)Cc3ccccc3)cc2CC1C (stereo not drawn),106,0
Cc1ccc(C(=O)NCC(c2ccco2)S(=O)(=O)c2ccc(Cl)cc2)cc1C (stereo not drawn),104,-0.8
CCCN(CCC)S(=O)(=O)c1cc2[nH]c(=O)c(=O)[nH]c2cc1C,103,0.1
Cc1cc(C)cc(NC(=O)c2cnn(-c3ccc(C)c(C)c3)c2C2CCNCC2)c1,101,-0.2
C/C(=N\OCC(=O)N1c2ccccc2CC1C)c1ccc(S(=O)(=O)N(C)C)cc1 (stereo not drawn),103,0.2
COC(=O)Cc1csc(NC(C)(C)C)n1,100,-0.4
O=c1cc(-c2ccco2)oc2c1ccc1ccccc12,102,0.2
Cc1ccccc1OCc1nnc(SCc2cc(=O)c3ccc(C)c(C)c3[nH]2)n1C,108,0.5

# Quoted at random: 5 entries already listed, in no set order.
SMILES,PV pol inh,PV pol inh FP z-score
CCCN(CCC)S(=O)(=O)c1cc2[nH]c(=O)c(=O)[nH]c2cc1C,103,0.1
CC(C)CNc1nc(SCC(N)=O)nc(N2CCOCC2)n1,104,1.8
c1ccc2c(c1)[nH]c1nc(NN=C3CCC(=NNc4nnc5c(n4)[nH]c4ccccc45)CC3)nnc12,104,0.7
C=CCn1c(-c2cccs2)nc2ccccc21,103,-0.2
CC(=O)N1c2ccc(S(=O)(=O)NCCC(=O)N(C)Cc3ccccc3)cc2CC1C (stereo not drawn),106,0

# Some of the compounds tested (hit frequency here may not be typical).
